Compound activity deposited in PubChem BioAssay by National Center for Advancing Translational Sciences (NCATS).
MBNL1 CUG block = MBNL1-poly(CUG) RNA binding inhibition; Q9NR56; TR-FRET MBNL1-His/biotin-(CUG)12 binding, 665/545 ratio; Potency, µM (highest dose often 57.5 µM), for inactives: at the top dose activity change, negative = inhibition, usual class: inhibitors; actives 0.036% (n = 280,000); active = well fitted inhibition curve with a large enough effect in the signal ratio, with a control signal flat, not every such curve was filed as active; inconclusive = small, poorly fitted or top-dose-only effect, or effect the other way, or a change in a side signal; inactive = no such curve, though single readings can be large or run the other way; the % refers to the signal ratio; note: potency is the fitted concentration of half-maximal effect; % is set by controls: 0 for no effect and ±100 for the full control effect
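Ratiometric TR-FRET (665 over 545 nm, excitation 340 nm) tracks disruption of MBNL1-His/biotin-(CUG)12 complex after 60 min at room temperature, with compounds at 92 nM to 58 uM final.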
KCNH2 3.1 block = KCNH2 3.1 (human) potassium channel inhibition; actives 0.95% (n = 340,000); U2OS KCNH2 3.1, thallium flux FluxOr; stronger effect = lower value; activity change, % (tested at about 1.8 µM);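 active = maximum activity change below -70%; inconclusive = maximum activity change from -70% to -50%; inactive = maximum activity change above -50%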;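 note: thallium influx rate constant from kinetic fluorescence after stimulation buffer; % is set by controls: 0 for no effect and ±100 for the full control effect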
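U2OS cells transduced with KCNH2 3.1 mutant virus (1.77 x 10^8 /mL, 4 h), plated overnight at 37 C, loaded 45 min with FluxOr dye plus Red40 quencher. Thallium flux rate constant from kinetic reads after stimulation buffer, normalised to controls.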
KCNH2 WT inh = inhibitors of human wildtype KCNH2 potassium channel; Q12809; U2OS, BacMam KCNH2, thallium flux FluxOr; stronger effect = lower value; activity change, % at 1.84 µM; actives 0.37% (n = 340,000); AID 720551;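 active = maximum activity change below -70%; inconclusive = maximum activity change between -70% and -50%; inactive = maximum activity change above -50%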; note: % is set by controls: 0 for no effect and ±100 for the full control effect
Target sequence (Q12809 whole entry, looked up): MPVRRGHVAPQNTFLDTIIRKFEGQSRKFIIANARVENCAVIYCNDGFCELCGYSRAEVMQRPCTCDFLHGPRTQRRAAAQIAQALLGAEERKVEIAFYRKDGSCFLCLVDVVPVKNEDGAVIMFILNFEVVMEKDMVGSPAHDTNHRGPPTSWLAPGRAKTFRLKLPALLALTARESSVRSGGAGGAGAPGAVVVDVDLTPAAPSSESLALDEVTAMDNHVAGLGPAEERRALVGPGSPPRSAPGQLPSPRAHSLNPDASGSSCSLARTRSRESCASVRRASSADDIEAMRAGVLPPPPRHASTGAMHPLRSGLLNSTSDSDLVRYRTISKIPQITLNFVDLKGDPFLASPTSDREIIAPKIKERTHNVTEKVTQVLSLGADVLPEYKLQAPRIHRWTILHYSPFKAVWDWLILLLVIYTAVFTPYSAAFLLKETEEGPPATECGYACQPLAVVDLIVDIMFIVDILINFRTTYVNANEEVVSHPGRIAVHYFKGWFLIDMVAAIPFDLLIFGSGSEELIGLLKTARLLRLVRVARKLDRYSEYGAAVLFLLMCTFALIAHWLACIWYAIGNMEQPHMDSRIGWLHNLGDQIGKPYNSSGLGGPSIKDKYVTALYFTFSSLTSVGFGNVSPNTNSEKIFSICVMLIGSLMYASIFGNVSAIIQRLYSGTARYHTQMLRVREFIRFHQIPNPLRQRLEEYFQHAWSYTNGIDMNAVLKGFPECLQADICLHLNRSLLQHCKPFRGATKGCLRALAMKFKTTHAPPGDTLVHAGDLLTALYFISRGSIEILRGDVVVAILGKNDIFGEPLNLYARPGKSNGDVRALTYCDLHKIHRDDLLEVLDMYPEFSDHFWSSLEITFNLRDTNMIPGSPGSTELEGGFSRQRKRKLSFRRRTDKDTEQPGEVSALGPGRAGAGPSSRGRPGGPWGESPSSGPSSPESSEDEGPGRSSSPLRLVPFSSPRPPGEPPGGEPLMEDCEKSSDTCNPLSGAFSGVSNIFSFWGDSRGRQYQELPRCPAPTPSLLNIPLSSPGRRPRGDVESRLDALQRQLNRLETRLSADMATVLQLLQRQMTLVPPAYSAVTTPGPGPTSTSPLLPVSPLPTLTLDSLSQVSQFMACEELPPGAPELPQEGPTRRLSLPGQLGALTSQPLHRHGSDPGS
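U2OS cells were transduced with wild-type KCNH2 virus (2.03 x 10^8 / mL) for 4 h at room temperature, then cultured overnight at 37 C. Thallium flux was read with FluxOr dye. Rate constants were normalized to DMSO controls.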
A-T KAP1 phos = potential ataxia-telangiectasia treatment. […] A-T fibroblasts, KAP-1 phosphorylation AlphaLISA; neocarzinostatin DNA damage 30 min before lysis. Potency, µM (top dose mostly 57.5 µM), without a hit: top-dose activation, actives largely listed as activators. actives 0.19% (n = 320,000); note: potency is the fitted concentration of half-maximal effect; % of control where 0% means no effect; nearly all actives have a fitted effect of over 45% in size
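hTERT-immortalized A-T patient fibroblasts ([…]), 500 cells/well in OPTI-MEM, 1% FBS, got compounds for 60 min, then NCS for 30 min at 37C. Lysates were then assayed for phospho-KAP-1 by AlphaLISA (anti-pKAP1 donor, anti-KAP1 acceptor beads), 6 hr at 25C.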
a7 integrin act = integrin-mediated muscular dystrophy alleviation activation; alpha7betagal myoblasts, beta-gal FDG fluorescence, 48 h; Potency, µM (titrated, usually from 38.3 µM), inactives show at the top dose activation, actives largely listed as activators; actives 0.064% (n = 350,000); AID 624291;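 note: potency is the fitted concentration of half-maximal effect; 100% = response of the positive control SU9516; nearly all actives have a fitted effect of over 60% in size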
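alpha7betagal+/- myoblasts (passage 13, 250/well) treated 48 h at 37C with compounds at 1:260 dilution of DMSO stock. Lysed, then beta-galactosidase activity read as FDG fluorescence (ex 480/em 540) after 30 min, with pre-read for autofluorescence.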
S-ASM inh = inhibitors of human secretory acid sphingomyelinase. Potency, µM (series often up to 57.5 µM), for the others: at the top dose activity change, negative = inhibition, hits mostly inhibitors. P17405. placental ASM, HMU-PC fluorogenic substrate, 60 min. AID 504937. actives 0.006% (n = 340,000); note: potency is the fitted concentration of half-maximal effect
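Fluorogenic HMU-PC substrate (9 uM final) is turned over by placental ASM in 60 min at 37 C after a 10 min compound preincubation. Reaction ended by alkaline stop (pH 10), with fluorescence read at 386/447 nm.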
GALK inhibitor = galactokinase (human) inhibition; Potency, µM (top dose mostly 57.5 µM), for inactives: at the top dose activity change, negative = inhibition, hits mostly inhibitors; Purified GALK, Kinase-Glo residual ATP luminescence; AID 1868; P51570; actives 0.007% (n = 270,000); note: potency is the fitted concentration of half-maximal effect; % is set by controls: 0 for no effect and ±100 for the full control effect
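Luminescence from leftover ATP (Ultra-Glo luciferase/luciferin) served as read-out after a 1 h room-temperature reaction of 5 nM GALK with 35 uM ATP and 100 uM galactose.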
TRPV1 agonist = human TRPV1 agonism; TRPV1-expressing cells, Fluo-8 calcium influx, agonist mode; AID 540275; Q8NER1; actives 0.19% (n = 320,000); activation, % at 8.33 µM; in the data active = activation above about 80%; inconclusive = between about 30% and that limit; note: 0% is about no effect
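Fluo-8 calcium influx in TRPV1-expressing cells, kinetic read (ex 480/em 520 nm). Compound added and read 3 min for agonist activity, followed by capsaicin at EC20 final and 2 min further read for enhancement.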
CXXC DNA block = inhibitors of human MLL CXXC domain-DNA interaction. Potency, µM (doses to about 115 µM), for inactives: top-dose activity change, negative = inhibition, hits mostly inhibitors. MLL-CXXC / FITC-HOXA9 DNA fluorescence polarization. actives 0.037% (n = 290,000). Q03164; active = well fitted inhibition curve with a large enough effect in the polarisation, with a control signal flat, not every such curve was filed as active; inconclusive = small, poorly fitted or top-dose-only effect, or effect the other way, or a change in a side signal; inactive = no such curve, though single readings can be large or run the other way; the % refers to the polarisation; note: potency is the fitted concentration of half-maximal effect
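Fluorescence polarization: 7 uM MLL-CXXC (stock) preincubated 5 min with compounds, then 50 nM fluorescein-HOX-A9 DNA (stock) added; 30 min ambient. Buffer 50 mM Tris-HCl pH 7.5, 50 mM NaCl, 1 mM DTT, 0.05% BSA.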
FBPA coupling cs = inhibits coupling enzyme system, counter-screen for aldolase hits; activity change, negative = inhibition, % at 58.2 µM, hits read low; coupling enzyme system counterscreen, AmpLite Red fluorescence; actives 0.67% (n = 290,000); in the data active = activity change below about -30%; note: % is set by controls: 0 for no effect and ±100 for the full control effect
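Counterscreen lacking aldolase: glyceraldehyde-3-phosphate coupling-enzyme reagent preincubated 10 min at RT with compound (at 57.5 uM final), then substrate/coupling system with AmpLite Red added; fluorescence read at 525/598 nm after 20 min RT.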
* = called active by the depositor; & = joins results of further samples; [ ] = remark or other dose. Unless noted, calls come from the whole dose curve; as a rule, active = well fitted curve in the direction sought with a large enough effect; inconclusive = small, poorly fitted or top-dose-only effect, or another doubt; inactive = no such curve, though single readings can be large; an effect the other way counts as inactive or inconclusive. This is a random part of the collection; 2% or so of the library scored in one or more.

`CCc1nnc(SCC(=O)Nc2nccs2)n1CC` gave MBNL1 CUG block -12%, KCNH2 3.1 block 15, KCNH2 WT inh 2, A-T KAP1 phos 1%, a7 integrin act 101%, S-ASM inh -2%, GALK inhibitor 6%, TRPV1 agonist 3 and CXXC DNA block -9%.
Cc1ccc(C(=O)C2CCN(CC(=O)Nc3ccccc3C)CC2)cc1 was read as MBNL1 CUG block -4%, KCNH2 3.1 block -6, KCNH2 WT inh 22, A-T KAP1 phos 11%, a7 integrin act 14%, S-ASM inh -2%, GALK inhibitor -1%, TRPV1 agonist 10, CXXC DNA block 3% and FBPA coupling cs 0.
For CC(=O)NCCC(=O)Nc1cc(S(=O)(=O)N2CCCCC2)ccc1Oc1ccccc1 the results were MBNL1 CUG block -9%, KCNH2 3.1 block -17, KCNH2 WT inh -71*, A-T KAP1 phos 25%, a7 integrin act 17%, S-ASM inh 7%, GALK inhibitor -4%, TRPV1 agonist 2 and CXXC DNA block -9%.
`Cc1nnc(NC(=O)C2CSC3(C)CCC(=O)N23)s1` (stereo not given) gave KCNH2 3.1 block 14, KCNH2 WT inh -14, A-T KAP1 phos 6%, a7 integrin act -2%, S-ASM inh 2% and TRPV1 agonist -5.
Screening CCOc1cc(C2c3c(oc4cc(C)c(Cl)cc4c3=O)C(=O)N2Cc2ccco2)ccc1O (stereo not given) returned MBNL1 CUG block 1%, KCNH2 3.1 block -12, KCNH2 WT inh -1, A-T KAP1 phos -4%, a7 integrin act 8%, S-ASM inh 3%, GALK inhibitor 0%, TRPV1 agonist -3, CXXC DNA block 30%[activator] and FBPA coupling cs -1.
Screening CCOC(=O)CC(=O)CSc1ccc2nnc(-c3cccc(F)c3)n2n1 returned MBNL1 CUG block 11%, KCNH2 3.1 block -9, KCNH2 WT inh 7, A-T KAP1 phos -6%, a7 integrin act -5%, S-ASM inh 3%, GALK inhibitor 2%, TRPV1 agonist 2, CXXC DNA block -2% and FBPA coupling cs 3.
For COc1cc([C@@H]2c3cc4c(cc3[C@H](O)[C@H]3COC(=O)[C@H]23)OCO4)cc(OC)c1OC the results were MBNL1 CUG block -6%, KCNH2 3.1 block 4, KCNH2 WT inh 1, A-T KAP1 phos -4%, S-ASM inh -1%, GALK inhibitor -2%, TRPV1 agonist 3, CXXC DNA block 0%&10% and FBPA coupling cs -1&-1&4&4.
For CCNc1nc(NCC)nc(Nn2cnnc2)n1 the results were MBNL1 CUG block 6%, KCNH2 3.1 block 32, KCNH2 WT inh 1, A-T KAP1 phos 0%, a7 integrin act inconclusive, S-ASM inh 6%, GALK inhibitor 1%, TRPV1 agonist -2, CXXC DNA block -6% and FBPA coupling cs -4.
`NS(=O)(=O)c1cccc(NC(=O)COC(=O)Cc2n[nH]c(=O)c3ccccc23)c1` gave KCNH2 3.1 block 16, KCNH2 WT inh 0, A-T KAP1 phos 7%, a7 integrin act inconclusive, S-ASM inh -5% and TRPV1 agonist 2.
Screening CCOC(=O)C(=O)c1csc(NC(=O)CCSc2ccc(C)cc2)n1 returned MBNL1 CUG block 21%, KCNH2 3.1 block -35, KCNH2 WT inh -21, A-T KAP1 phos -2%, a7 integrin act inconclusive, S-ASM inh 2%, GALK inhibitor 8%, TRPV1 agonist 1, CXXC DNA block 25% and FBPA coupling cs 1.
Screening Cc1cccc(-n2c(Cc3cc(=O)[nH]c(=O)[nH]3)nnc2SC(C)C)c1 returned MBNL1 CUG block -16%, KCNH2 3.1 block 11, KCNH2 WT inh -4, A-T KAP1 phos 4%, a7 integrin act 17%, S-ASM inh 0%, GALK inhibitor 0%, TRPV1 agonist 2, CXXC DNA block 2% and FBPA coupling cs 0.
`O=C(NCCCN1CCOCC1)C1CCCN(S(=O)(=O)N2CCCCC2)C1` (stereo not given) gave MBNL1 CUG block 3%, KCNH2 3.1 block 28, KCNH2 WT inh 6, A-T KAP1 phos -7%, a7 integrin act -10%, S-ASM inh 7%, GALK inhibitor 0%, TRPV1 agonist 2, CXXC DNA block 1% and FBPA coupling cs -1.
Cc1ccc(-n2c(=O)c(C#N)cc3c(=O)n4cccc(C)c4nc32)cc1 was read as MBNL1 CUG block inconclusive, KCNH2 3.1 block 2, KCNH2 WT inh -15, a7 integrin act -13%, GALK inhibitor 1%, TRPV1 agonist -13, CXXC DNA block 0% and FBPA coupling cs 6.
`COc1cccc(/C(C)=N/NC(=O)Cc2c(C)[nH][nH]c2=O)c1` gave MBNL1 CUG block 5%, KCNH2 3.1 block 4, KCNH2 WT inh -1, A-T KAP1 phos 1%, a7 integrin act 2%, S-ASM inh 3%, GALK inhibitor 1%, TRPV1 agonist 2, CXXC DNA block -4% and FBPA coupling cs 0.
`CC/C(=N\NC(C)=O)c1ccc(OC(F)F)cc1` gave MBNL1 CUG block -10%, A-T KAP1 phos -3%, GALK inhibitor 5%, TRPV1 agonist 1, CXXC DNA block 11% and FBPA coupling cs 1.
`NC(=O)COC(=O)c1ccc(C(=O)C(=O)c2ccccc2)cc1` gave KCNH2 3.1 block -7, KCNH2 WT inh -6, A-T KAP1 phos 1%, a7 integrin act -9%, S-ASM inh 4%, GALK inhibitor 5%, TRPV1 agonist -8, CXXC DNA block 3% and FBPA coupling cs 5.
`CC(C)Oc1ccc(C(=O)OCC(=O)NCCNC(=O)COC(=O)c2ccc(OC(C)C)cc2)cc1` gave MBNL1 CUG block -5%, KCNH2 3.1 block -29, KCNH2 WT inh -4, A-T KAP1 phos 7%, a7 integrin act 15%, S-ASM inh -8%, GALK inhibitor 5%, TRPV1 agonist 3 and CXXC DNA block -1%.
For COCCNc1nc2c(c(=O)n(Cc3ccc(OC)cc3)c(=O)n2C)n1C the results were MBNL1 CUG block -5%, KCNH2 3.1 block -2, KCNH2 WT inh 2, A-T KAP1 phos -4%, a7 integrin act 3%, S-ASM inh 0%, GALK inhibitor -6%, TRPV1 agonist 8, CXXC DNA block -4% and FBPA coupling cs -2.
COc1ccc(NC(C)=O)cc1NC(=O)CSc1nc2ncccc2[nH]1 was read as MBNL1 CUG block -2%, KCNH2 3.1 block 5, KCNH2 WT inh -2, A-T KAP1 phos 3%, a7 integrin act -32%, S-ASM inh 1%, GALK inhibitor 6%, TRPV1 agonist -2, CXXC DNA block 3% and FBPA coupling cs 2.
Cc1ccc(Cl)cc1NC(=O)COC(=O)c1ccc(CN2CCCC2=O)cc1 was read as KCNH2 3.1 block -10, KCNH2 WT inh -7, A-T KAP1 phos -2%, a7 integrin act -17%, S-ASM inh 6% and TRPV1 agonist 0.
C(=C\c1ccccc1)/CSc1nc2ncccc2[nH]1 was read as MBNL1 CUG block -14%, KCNH2 3.1 block -3, KCNH2 WT inh -9, A-T KAP1 phos 4%, a7 integrin act 9%, S-ASM inh 2%, GALK inhibitor 4%, TRPV1 agonist 8, CXXC DNA block -5% and FBPA coupling cs 0.
For COc1cc(NS(=O)(=O)c2cc(C)ccc2OC)c(OC)cc1Cl the results were MBNL1 CUG block -1%, KCNH2 3.1 block 12, KCNH2 WT inh 10, A-T KAP1 phos 5%, a7 integrin act -12%, S-ASM inh -3%, GALK inhibitor 1%, TRPV1 agonist 7, CXXC DNA block 0% and FBPA coupling cs 0.
Screening C=CCSc1nnc(NC(=O)c2ccc(Cl)nc2)s1 returned MBNL1 CUG block -1%, KCNH2 3.1 block 5, KCNH2 WT inh 1, A-T KAP1 phos 5%, a7 integrin act -19%, S-ASM inh 2%, GALK inhibitor -1%, TRPV1 agonist -2, CXXC DNA block -8% and FBPA coupling cs 1.
Screening CC1CCc2sc(C(=O)NCC(C)(C)N3CCOCC3)cc2C1 (stereo not given) returned KCNH2 3.1 block -27, KCNH2 WT inh 12, A-T KAP1 phos 6%, a7 integrin act -8%, S-ASM inh 4% and TRPV1 agonist 10.
`O=C(c1ccc(S(=O)(=O)Nc2ccccc2)cc1)N1CCC1` gave KCNH2 3.1 block 11, KCNH2 WT inh -11, A-T KAP1 phos -1%, a7 integrin act 26%, S-ASM inh -1% and TRPV1 agonist 1.
Screening COc1ccc(SC[C@H](Cc2ccccc2)N2CC[C@@H](C(C)(C)C)CCC2=O)cc1 returned KCNH2 3.1 block 18, KCNH2 WT inh 1, A-T KAP1 phos 9%, a7 integrin act 9%, S-ASM inh -7% and TRPV1 agonist inconclusive.
For Cc1cccn2c(=O)c(/C=C(\C#N)C(N)=O)c(N3CCCCCC3)nc12 the results were MBNL1 CUG block inconclusive, KCNH2 3.1 block 4, KCNH2 WT inh 0, A-T KAP1 phos 12%, a7 integrin act -54%[inhibitor], S-ASM inh 1%, GALK inhibitor 0%, TRPV1 agonist 3, CXXC DNA block -9% and FBPA coupling cs 2.
Screening Cc1cccc(NCc2ccccc2)c1 returned MBNL1 CUG block -9%, KCNH2 3.1 block -5, KCNH2 WT inh 4, A-T KAP1 phos 13%, a7 integrin act 18%, S-ASM inh -4%, GALK inhibitor -2%, TRPV1 agonist 4, CXXC DNA block -8% and FBPA coupling cs -2.
